Screens: PubChem, National Center for Advancing Translational Sciences (NCATS)
HADH2 inh: inhibitors of human HADH2 dehydrogenase | Q99714 | recombinant HADH2, NADH fluorescence, beta-hydroxybutyryl-CoA | Potency, µM (series often up to 57.1 µM), for the others: top-dose activity change, negative = inhibition, usual class: inhibitors | 3.4% of 73,000 active; note: potency is the fitted concentration of half-maximal effect; % is set by controls: 0 for no effect and ±100 for the full control effect; nearly all actives have a fitted effect of over 60% in size; many of its hits are not listed in these tables
Target sequence (Q99714 whole entry, looked up, one chain of several): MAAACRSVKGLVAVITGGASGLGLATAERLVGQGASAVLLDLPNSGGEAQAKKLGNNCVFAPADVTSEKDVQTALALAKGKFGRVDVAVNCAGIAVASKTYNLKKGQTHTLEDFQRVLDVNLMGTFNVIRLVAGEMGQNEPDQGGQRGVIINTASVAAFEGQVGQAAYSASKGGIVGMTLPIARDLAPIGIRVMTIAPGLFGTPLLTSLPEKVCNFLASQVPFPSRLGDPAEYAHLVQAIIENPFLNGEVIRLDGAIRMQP
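20 nM HADH2 + cpd, 15 min RT; add 1 mM NAD+/90 uM beta-hydroxybutyryl-CoA; kinetic fluorescence 360/450 nm, 4 min. Tris-HCl pH 9.0, 0.01% Tween-20.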
Luciferase inh: blocks Photinus pyralis firefly luciferase activity | AID 411 | Potency, µM (series often up to 57.1 µM), for the others: at the highest dose activity change, negative = inhibition, hits mostly inhibitors | purified firefly luciferase, luminescence, 8 min | P08659 | 2.2% of 72,000 active; note: potency is the fitted concentration of half-maximal effect; % is set by controls: 0 for no effect and ±100 for the full control effect; nearly all actives have a fitted effect of over 40% in size
Target sequence (P08659 whole entry, looked up): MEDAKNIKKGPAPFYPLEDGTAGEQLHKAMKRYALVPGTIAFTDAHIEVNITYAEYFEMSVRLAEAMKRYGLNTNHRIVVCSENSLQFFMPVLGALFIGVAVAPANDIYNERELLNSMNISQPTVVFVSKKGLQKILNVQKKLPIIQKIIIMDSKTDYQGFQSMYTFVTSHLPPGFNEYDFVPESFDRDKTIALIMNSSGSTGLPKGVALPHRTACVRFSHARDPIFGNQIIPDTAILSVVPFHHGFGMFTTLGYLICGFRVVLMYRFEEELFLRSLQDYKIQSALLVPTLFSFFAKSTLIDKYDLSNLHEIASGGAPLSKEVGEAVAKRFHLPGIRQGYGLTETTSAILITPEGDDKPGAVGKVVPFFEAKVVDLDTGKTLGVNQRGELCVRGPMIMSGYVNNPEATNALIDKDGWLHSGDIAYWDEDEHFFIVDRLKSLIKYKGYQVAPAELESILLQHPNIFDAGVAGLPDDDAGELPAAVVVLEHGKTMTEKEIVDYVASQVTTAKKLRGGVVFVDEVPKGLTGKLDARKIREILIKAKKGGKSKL
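Compounds were tested as concentration series (qHTS) against purified P. pyralis luciferase with luciferin and 10 uM ATP in 50 mM imidazole pH 7.2, 50 mM KCl, 7 mM MgCl2, 0.01% Tween 20, 0.05% BSA. Luminescence was read after 8 min at ambient temperature.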
Hsp90 Hop PPI: changes Hsp90-Hop TPR2A binding signal, up or down. AlphaScreen TPR2A-His6 binding biotin-Hsp90 C-terminal peptide. Potency, µM (doses to about 57 µM), inactives show at the top dose activity change, negative = inhibition. 0.44% of 71,000 active. AID 595; active = well fitted curve in either direction with a large enough effect; inconclusive = small, poorly fitted or top-dose-only effect, or another doubt; note: potency is the fitted concentration of half-maximal effect; % is set by controls: 0 for no effect and ±100 for the full control effect; many of its hits are not listed in these tables
Rhodamine autofl: compound fluoresces in the rhodamine spectral region. max dye-equivalent concentration, M. Rhodamine-region fluorescence, 547/598 nm, Tris buffer; stronger effect = higher value. 0.05% of 59,000 active. AID 594; in the data active = max dye-equivalent concentration above about 11 nM; inconclusive = between about 1.1 nM and that limit
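A six-point rhodamine series on each plate calibrates the signal. Compounds sit in 100 mM Tris (pH 8.0) for 15 min at ambient temperature before imaging through 547 nm/598 nm filters.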
Tau fil binding: binds recombinant human tau filaments. P10636. recombinant tau filaments, thioflavin S fluorescence, 15 h; filaments grown with octadecylsulfate alongside compound. Potency, µM (highest dose often 57.1 µM), for the others: at the top dose activity change, negative = inhibition. 2% of 71,000 active. AID 596;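 note: potency is the fitted concentration of half-maximal effect; % is set by controls: 0 for no effect and ±100 for the full control effect; actives lower thioflavin S fluorescence by blocking filaments or displacing dye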
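His-tagged recombinant human tau (exons 2, 3 and 10 included), 1 uM, was induced to fibrillize by 30 uM sodium octadecylsulfate with compound present. After 15 h at 37 C, thioflavine S fluorescence (ex 450, em 510 nm) was read.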
ERK AVP inh: vasopressin-driven ERK pathway inhibition | HEK293-V1b, vasopressin-stimulated pERK AlphaScreen | AID 995 | 0.99% of 72,000 active | Potency, µM (series often up to 57.5 µM), for inactives: top-dose activity, negative = inhibition, hits mostly inhibitors; note: potency is the fitted concentration of half-maximal effect; % is set by controls: 0 for no effect and ±100 for the full control effect; nearly all actives have a fitted effect of over 55% in size
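HEK293 cells stably expressing V1b receptor, preincubated 30 min at 37 °C with compound, then stimulated 5 min with 25 nM vasopressin. Phospho-ERK by AlphaScreen SureFire after 5 h RT; normalized to DMSO and vasopressin; AC50 by Hill fit.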
15-hLO inh: 15-hLO (ALOX15) enzyme inhibition; P16050; Potency, µM (doses to about 57.1 µM), for inactives: at the top dose activity change, negative = inhibition, hits mostly inhibitors; 1.4% of 74,000 active; purified 15hLO-1, xylenol orange hydroperoxide absorbance; note: potency is the fitted concentration of half-maximal effect; % is set by controls: 0 for no effect and ±100 for the full control effect; nearly all actives have a fitted effect of over 55% in size
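Inhibition is scored from a chromogenic endpoint. After 15 min enzyme-compound contact, arachidonic acid (50 uM final) reacts 6 min with 40 nM 15hLO-1 at room temperature, then Fe-XO reagent is added for 30 min and absorbance ratio recorded.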
Texas Red fluor: compounds fluorescent in Texas Red spectral region; Compound fluorescence, Texas Red channel, 547/618 nm; stronger effect = higher value; max dye-equivalent concentration, M; 0.06% of 59,000 active; in the data active = max dye-equivalent concentration above about 10 nM; inconclusive = between about 1.1 nM and that limit
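Spectral interference profiling: each compound concentration's relative fluorescence, read with a 547 nm excitation and 618 nm emission filter pair, was normalized to a per-plate Texas Red standard curve.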
HBB splicing: modulators of hemoglobin beta chain splicing; HBB splicing reporter cell assay, activation; EGFP reporter with mutant IVS2-654 intron; response scale: normalised to 500 nM splice-correcting PNA; Potency, µM (doses to about 46.1 µM), inactives show at the top dose activation, actives largely listed as activators; 0.06% of 65,000 active; AID 925; note: potency is the fitted concentration of half-maximal effect; 0% is about no effect
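Compounds were applied for 2 days to HeLa EGFP-654 cells, 500/well in Optimem with 2% FCS. The reporter's EGFP is disrupted by mis-splicing of beta-globin intron IVS2-654. Readout: summed well GFP fluorescence from 488 nm laser scanning; reference was 500 nM antisense […] 654 PNA.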
DNA Pol III inh: DNA polymerase III holoenzyme inhibition. reconstituted DNA polymerase III holoenzyme replication, biochemical. Potency, µM (series often up to 57.1 µM), for the others: top-dose activity change, negative = inhibition. 0.25% of 71,000 active. AID 603; note: potency is the fitted concentration of half-maximal effect; % is set by controls: 0 for no effect and ±100 for the full control effect
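Reconstituted *E. coli* holoenzyme (0.35 nM Pol III, 1 nM beta, 154 nM SSB, 2 nM primase) was preincubated with compound for 15 min at RT. Synthesis on 1.4 nM ssM13Gori ran 35 min, then was stopped with PicoGreen/EDTA and read as dsDNA fluorescence.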
CRE-bla Fsk: modulators of forskolin-stimulated CRE signaling in CHO cells; CHO CRE-bla reporter (cAMP response element driving beta-lactamase), forskolin EC10, beta-lactamase ratio; Potency, µM (series often up to 38.2 µM), inactives show at the highest dose activity change, negative = inhibition, actives largely listed as activators; 2.5% of 71,000 active; AID 662; active = well fitted activation curve with a large enough effect in the signal ratio, with a control signal flat, not every such curve was filed as active; inconclusive = small, poorly fitted or top-dose-only effect, or effect the other way, or a change in a side signal; the % refers to the signal ratio; note: potency is the fitted concentration of half-maximal effect; % of control where 0% means no effect
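Titrated compounds plus EC10 NKH 477 on CHO CRE-bla cells, 3 h, 37 °C. CCF4, 2 h RT. Ratio 460/530 nm → AC50.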
* = called active by the depositor; i = inactive; ? = inconclusive; nt = not tested or not shown; [ ] = remark or other dose. Unless noted, calls come from the whole dose curve; as a rule, active = well fitted curve in the direction sought with a large enough effect; inconclusive = small, poorly fitted or top-dose-only effect, or another doubt; inactive = no such curve, though single readings can be large; an effect the other way counts as inactive or inconclusive.

SMILES | HADH2 inh | Luciferase inh | Hsp90 Hop PPI | Rhodamine autofl | Tau fil binding | ERK AVP inh | 15-hLO inh | Texas Red fluor | HBB splicing | DNA Pol III inh | CRE-bla Fsk
CCOC(=O)c1cc2c3ccccc3n(CC)c2nc1N | 80.1%[activator] | 0.1% | 12.9% | nt | 82.1% | 20.4% | ? | nt | -5.3% | -10.8% | 24.3%
CCOc1ccc2nc(NS(=O)(=O)c3ccc4c(c3)n(C)c(=O)n4C)sc2c1 | -6.0% | -3.2% | -7.5% | i | i | ? | ? | i | 9.2% | -1.1% | 1.3%
N#Cc1nc(COc2ccc(Cl)cc2Cl)oc1N1CCN(c2ccccc2)CC1 | -2.5% | 3.7% | ? | i | 38.1% | -23.6% | -15.3% | i | 2.7%[0.369 µM] | -5.2% | 11.4%
CCC(=O)Nc1cc(=O)[nH]c2ncnn12 | -4.5% | 1.2% | -4.1% | i | -5.4% | -10.0% | 4.4% | i | -1.6% | -12.4% | -21.6%
COc1ccc(Cl)cc1NC(=O)c1ccoc1C | -5.5%[11.4 µM] | 1.7% | -2.1%[11 µM] | nt | -10.5%[11.4 µM] | -16.2% | -12.2%[11.4 µM] | nt | -0.9%[0.0738 µM] | -3.1%[11.4 µM] | ?
Cc1ccc(NC(=O)CSc2nnc(Cn3cnc4ccccc43)o2)cc1 | 10.2% | 1.8% | -1.4% | i | -11.7% | -13.6% | 6.6% | i | nt | -9.9% | -3.0%
CCn1c(SCC(=O)NCc2cccs2)nnc1-c1ccncc1 | -4.3% | 0.1% | -0.4% | i | 10.4% | -23.3% | 4.6% | i | 0.1%[57.5 µM] | -0.9% | 0.0%
COc1ccc2[nH]c(=O)c(CN(Cc3cccs3)S(=O)(=O)c3cccc4nsnc34)cc2c1 | 11.2% | -0.2% | -3.7% | i | -28.4% | 18.4% | -17.9% | i | -0.2%[57.5 µM] | 7.0% | 8.7%
Cc1ccc(C)c2[nH]c(=O)c(CCNC(=O)C(C)(C)C)cc12 | 4.1% | 2.4% | -2.0% | nt | -9.9% | nt | -9.5% | nt | 0.9% | -3.2% | ?
O=S1(=O)C=C(N2CCCCC2)c2ccccc21 | 8.6% | 0.7% | -3.8% | i | 3.6% | 1.2% | 1.6% | i | nt | 2.2% | -7.2%
CCN1C=CC(=C2C(=O)c3ccccc3C2=O)C=C1 | -12.0% | 0.316µM* | -4.1% | nt | -28.1% | -8.4% | -10.2% | nt | 1.2%[9.22 µM] | -4.4% | 5.1%
O=C(O)CCC(=O)CCC(=O)c1ccccc1 | -1.8% | -2.1% | 2.9% | i | 0.0% | 4.2% | 12.1% | i | 1.8% | -6.2% | ?
c1ccc(-c2nc(-c3ccncc3)no2)cc1 | 8.4% | -23.6% | 2.3% | i | -1.1% | -0.6% | 6.7% | i | -0.6% | -1.9% | 0.5%
CS(=O)(=O)Nc1ccc([N+](=O)[O-])cc1OC1CCCCC1 | -4.3% | -1.5% | -8.2% | nt | ? | 10.3% | ? | nt | nt | -3.9% | ?
Cc1ccc(-c2nnn(CC(=O)N(CC3CCCO3)C(C(=O)NC(C)(C)C)c3ccc(F)cc3)n2)o1 (stereo not given) | 9.5% | 1.6% | -4.4% | i | 1.6% | -2.7% | -16.8% | i | nt | -5.2% | -7.2%
Nc1cc(N)c(OCC(F)(F)F)cc1OCC(F)(F)F | 2.51µM* | -7.3% | -23.1% | i | 15.8µM* | -14.3% | ? | i | -1.3%[57.5 µM] | -11.5% | 25.0%
CS(=O)(=O)Nc1cccc(C(=O)CC2(O)C(=O)Nc3ccc(Br)cc32)c1 (stereo not given) | 0.9% | -1.1% | -7.9% | i | ? | 13.4% | -13.5% | i | -1.3% | 6.3% | ?
Cc1ccc(N2CCN(C(=O)c3ccccc3Br)CC2)c(C)c1 | -18.5% | -0.9% | 1.7% | i | -24.1% | -10.8% | -29.1% | i | -0.4% | 1.3% | -6.1%
O=[N+]([O-])c1ccc2c(c1)Cc1cc(N=Cc3ccc4c(c3)OCO4)ccc1-2 | -3.7%[11.4 µM] | -2.7%[11.4 µM] | 2.1%[11 µM] | i | 0.8%[11.4 µM] | 11.5%[11.5 µM] | 4.4%[11.4 µM] | ? | 2.6%[9.22 µM] | -10.9%[11.4 µM] | -21.6%[7.6 µM]
O=C(CN1CCOCC1)Nc1ccc(S(=O)(=O)NC2CCCCC2)cc1 | -19.3% | -2.2% | -1.9% | i | 5.2% | 9.3% | 3.0% | i | 0.1%[57.5 µM] | -4.8% | -6.7%
O=C(CSc1ccc2nnc(-c3ccc(Cl)cc3)n2n1)N1CCCC1 | -7.0% | 3.1% | -2.7% | nt | -15.3% | nt | 0.1% | nt | 0.1% | -10.1% | -7.6%
Cc1c(C(=O)NCc2ccccc2Cl)oc2c1C(=O)CCC2 | 2.0% | -0.3% | 2.5% | i | -3.0% | -9.7% | -23.7% | i | -2.5% | -8.7% | 8.7%
CCN1C(=O)[C@H]2[C@H]3[C@H](O)[C@H](O)C/C(=N/OCc4ccccc4)[C@@H]3CC[C@@H]2C1=O | -2.6%[11.4 µM] | -0.3%[11.4 µM] | nt | nt | nt | 0.6%[11.5 µM] | 17.2%[11.4 µM] | nt | -0.9%[9.22 µM] | nt | nt
Cc1nn(Cc2ccccc2)c(C)c1C(=O)OCC(=O)c1cc(C)n(C2CC2)c1C | 12.2% | 0.1% | -9.3% | i | 17.6% | -22.8% | -12.4% | ? | 0.0% | 3.1% | ?
O=C(NCCCN1CCOCC1)c1ccc(CS(=O)(=O)c2cccc(C(F)(F)F)c2)o1 | 10.0% | 3.0% | -1.5% | i | 8.8% | 11.1% | 8.9% | ? | 2.6%[1.84 µM] | 1.5% | 7.1%
CCCN(CCC)c1ncnc2nc[nH]c12 | -28.5% | 2.7% | -1.7% | nt | -9.6% | nt | -0.8% | nt | 0.6% | 0.1% | -7.3%
CC(C)N(CC(=O)O)CC(=O)O | -9.9%[11.4 µM] | 1.7%[11.4 µM] | 2.7%[11 µM] | i | 4.8%[11.4 µM] | -7.4%[11.5 µM] | 0.4%[11.4 µM] | i | 3.7%[9.22 µM] | 6.4%[11.4 µM] | 5.1%[7.6 µM]
CCCCCCOc1cccc(N)c1 | 6.8% | 1.6% | 0.7% | i | -8.3% | 10.0% | 19.7% | i | 1.0% | -2.2% | -3.2%
CCOC(=O)c1cc2sccc2n1CC(=O)N1CCCC1 | -0.8% | -2.6% | 2.0% | i | -0.8% | 24.8% | 4.2% | i | nt | -7.2% | -2.4%
N#Cc1nc(COc2ccc(F)cc2)oc1NCCCn1ccnc1 | 4.5% | 1.4% | -5.5% | i | -7.1% | 21.4% | 19.1% | i | nt | -2.1% | 17.3%
COc1cc(-c2cc(C(=O)N3CCN(c4ccccn4)CC3)c3ccccc3n2)cc(OC)c1OC | -6.1% | -0.1% | -3.9% | i | 9.1% | 14.8% | ? | i | -1.3% | -0.3% | 24.5%
CCOC(=O)Cc1nn(CCc2ccccn2)c(=O)c2ccccc12 | -1.5% | -0.8% | 2.6% | i | -3.3% | -10.1% | 7.8% | i | 6.6%[1.84 µM] | -8.5% | ?
CN(CC(=O)NC1CCCCCC1)S(=O)(=O)c1ccccc1 | 28.8% | -1.0% | ? | i | -0.5% | 25.1% | -5.2% | i | 0.3% | 0.2% | -5.9%
O=C(Nc1ccc(N2CCOCC2)c(Cl)c1)c1ccc(Br)o1 | -6.9% | ? | -3.8% | i | -4.4% | -18.8% | -0.8% | ? | -1.7% | 3.5% | 12.2%
COc1ccc(-n2c(N)c(C(=O)NCc3ccco3)c3nc4ccccc4nc32)c(OC)c1 | 90.9%[activator] | -1.0% | 15.3% | i | 190.4% | -17.8% | -11.4% | ? | 4.0%[57.5 µM] | -4.2% | ?
Cc1cc2sc(C)[n+](CCCOS(=O)(=O)O)c2cc1C | ? | 1.5%[11.4 µM] | -4.4%[11 µM] | i | 2.9%[11.4 µM] | 12.8%[11.5 µM] | -6.9%[11.4 µM] | i | 3.6%[9.22 µM] | -6.7%[11.4 µM] | 8.9%[7.6 µM]

A portion of the library, so the mix of outcomes need not match the whole.
